High-throughput results (PubChem)
APEX1 inh = blocks human APE1 abasic DNA cleavage. P27695. recombinant APE1, TAMRA/BHQ-2 abasic DNA cleavage fluorescence. Potency, µM (titrated, usually from 65.8 µM), for inactives: top-dose activity change, negative = inhibition, actives largely listed as inhibitors. 0.35% of 350,000 active;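 also: potency is read from the fitted curve at half-maximal effect; plate controls were vehicle for no effect and reference inhibitor for full effect; nearly all actives have a fitted effect of over 55% in size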
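Quantitative HTS: incision of a TAMRA/BHQ-2 double-stranded substrate bearing a tetrahydrofuran abasic site by 0.75 nM APE1 raises fluorescence. Substrate 50 nM final, added after 15 min compound preincubation at room temperature; progress as third-minus-first kinetic read difference.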
POLI inh = blocks human DNA polymerase iota activity; Q9UNA4; Pol iota fluorescent replication assay, 10 min; Potency, µM (highest dose often 115 µM), inactives show at the top dose activity, negative = inhibition, hits mostly inhibitors; 1% of 390,000 active; also: potency is read from the fitted curve at half-maximal effect
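Pol iota at 10 nM preincubated 15 min with compounds at room temperature; reaction started with fluorescent substrate, 50 nM final. Fluorescence read kinetically at 0 and 10 min; buffer-only wells as negative control.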
RXFP1 antagonist = RXFP1 (human) relaxin receptor antagonism. Q9HBX9. HEK293-RXFP1, relaxin-stimulated cAMP HTRF, 30 min; active compounds read low. activity change, negative = inhibition, % at 57.5 µM. 0.59% of 350,000 active. AID 1259400;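 active = activity change of -60% or lower, but not beyond a set lower limit; inconclusive = change between -60% and -40%, or beyond the set limit; inactive = change above -40%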; also: % is scaled to controls: 0 for no effect and ±100 for the full control effect
Pol kappa inh = blocks human DNA polymerase kappa activity; Q9UBT6; 0.53% of 400,000 active; purified Pol kappa, fluorescent DNA synthesis assay, 10 min; Potency, µM (top dose mostly 107 µM), for the others: at the top dose activity, negative = inhibition, hits mostly inhibitors; also: potency is read from the fitted curve at half-maximal effect; % is scaled to controls: 0 for no effect and ±100 for the full control effect
Target sequence (Q9UBT6 whole entry, looked up): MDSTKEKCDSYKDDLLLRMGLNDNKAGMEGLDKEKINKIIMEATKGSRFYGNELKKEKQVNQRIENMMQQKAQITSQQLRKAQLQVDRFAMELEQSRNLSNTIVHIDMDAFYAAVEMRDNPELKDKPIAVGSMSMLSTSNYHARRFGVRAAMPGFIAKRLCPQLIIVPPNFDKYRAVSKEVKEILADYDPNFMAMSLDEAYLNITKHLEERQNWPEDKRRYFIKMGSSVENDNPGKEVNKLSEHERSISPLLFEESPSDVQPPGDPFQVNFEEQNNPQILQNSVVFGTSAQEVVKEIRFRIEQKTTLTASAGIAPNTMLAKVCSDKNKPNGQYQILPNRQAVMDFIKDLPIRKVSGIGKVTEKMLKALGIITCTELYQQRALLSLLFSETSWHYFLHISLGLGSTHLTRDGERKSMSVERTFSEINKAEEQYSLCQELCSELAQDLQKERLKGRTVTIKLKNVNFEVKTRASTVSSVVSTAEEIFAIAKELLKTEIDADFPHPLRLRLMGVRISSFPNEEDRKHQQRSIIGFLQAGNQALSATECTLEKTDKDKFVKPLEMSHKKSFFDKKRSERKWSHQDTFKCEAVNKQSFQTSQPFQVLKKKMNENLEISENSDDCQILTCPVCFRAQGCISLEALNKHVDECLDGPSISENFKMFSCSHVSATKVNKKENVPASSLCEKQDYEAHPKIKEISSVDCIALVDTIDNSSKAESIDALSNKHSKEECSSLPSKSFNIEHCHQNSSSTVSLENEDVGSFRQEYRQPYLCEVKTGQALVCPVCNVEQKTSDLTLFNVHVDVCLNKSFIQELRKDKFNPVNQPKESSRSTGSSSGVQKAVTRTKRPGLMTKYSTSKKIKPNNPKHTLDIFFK
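Readout: fluorescence, taken kinetically at 0 and 10 min. Conditions: 10 nM Pol kappa, 15 min RT compound preincubation, 50 nM substrate final. Controls: enzyme-free buffer wells.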
BLM helicase inh = inhibitors of human Bloom syndrome helicase BLM; 0.2% of 350,000 active; P54132; Potency, µM (highest dose often 56.1 µM), for the others: at the top dose activity change, negative = inhibition, usual class: inhibitors; recombinant BLM DNA unwinding, fluorescence dequenching; AID 2528;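 also: potency is read from the fitted curve at half-maximal effect; plate controls were vehicle for no effect and no enzyme for full effect; nearly all actives have a fitted effect of over 35% in size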
Anesthetic bind = candidate novel general anesthetic via apoferritin binding; apoferritin/1-aminoanthracene competitive binding, fluorescence; AID 485281; P02791; Potency, µM (series often up to 77.5 µM), without a hit: top-dose activity change, negative = displacement, hits mostly inhibitors; 0.074% of 350,000 active; also: potency is read from the fitted curve at half-maximal effect; % is scaled to controls: 0 for no effect and ±100 for the full control effect; nearly all actives have a fitted effect of over 20% in size
Target sequence (P02791 2-175 limits assumed): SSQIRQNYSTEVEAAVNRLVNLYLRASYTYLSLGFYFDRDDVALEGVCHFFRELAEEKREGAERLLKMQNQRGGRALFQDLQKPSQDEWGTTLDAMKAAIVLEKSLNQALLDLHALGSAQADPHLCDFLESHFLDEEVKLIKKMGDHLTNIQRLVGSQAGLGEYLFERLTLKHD
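Probe: 1-aminoanthracene (50% saturated, PBS). Protein: horse-spleen apoferritin, 10 uM. Incubation: 10 min, room temperature. Detection: 380 nm excitation, 535 nm emission. Analysis: normalized response, four-parameter Hill.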
Pol beta inh = DNA polymerase beta (human) inhibition; Potency, µM (highest dose often 114 µM), without a hit: top-dose activity change, negative = inhibition, actives largely listed as inhibitors; Pol beta primer extension/strand displacement, fluorescence kinetic; 1.3% of 340,000 active; also: potency is read from the fitted curve at half-maximal effect; % is scaled to controls: 0 for no effect and ±100 for the full control effect
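Reaction started by 50 nM substrate onto compound-treated Pol beta (10 nM, 15 min preincubation, room temperature); plates read at 0 min and 10 min. Normalized concentration-effect data fitted by four-parameter Hill equation.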
Tb PGK inh = blocks T. brucei phosphoglycerate kinase. P07378. PGK/GAPDH coupled, Kinase-Glo luminescence, 60 min. Potency, µM (doses to about 57.5 µM), without a hit: at the highest dose activity change, negative = inhibition, usual class: inhibitors. 0.043% of 380,000 active. AID 602233; also: potency is read from the fitted curve at half-maximal effect; % is scaled to controls: 0 for no effect and ±100 for the full control effect; nearly all actives have a fitted effect of over 60% in size
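Luminescent ATP detection (Kinase-Glo Plus) follows a 60-minute room-temperature incubation, with wells lacking PGK as controls. Buffer: 100 mM TEA (pH 7.6), 5 mM MgCl2, 0.01% Tween-20. Coupling enzyme GAPDH (100 nM final) supplies unstable 1,3-BPG in-well.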
POLH inh = blocks human DNA polymerase eta activity; Q9Y253; recombinant Pol eta, fluorescent DNA replication assay; Potency, µM (doses to about 114 µM), for inactives: top-dose activity change, negative = inhibition, usual class: inhibitors; 1.2% of 390,000 active; AID 588591; also: potency is read from the fitted curve at half-maximal effect; % is scaled to controls: 0 for no effect and ±100 for the full control effect
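Pol eta (10 nM) was preincubated with compounds for 15 min at room temperature, after which fluorescent replication substrate (50 nM final) was added to start the reaction. Fluorescence was read kinetically at 0 and 10 min.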
Numbers without * were called inactive; i = inactive; ? = inconclusive; · = not tested or not shown; & = joins results of further samples; [ ] = remark or other dose. Unless noted, calls follow the shape of the dose curve; as a rule, active = well fitted curve in the direction sought with a large enough effect; inconclusive = small, poorly fitted or top-dose-only effect, or another doubt; inactive = no such curve, though single readings can be large; an effect the other way counts as inactive or inconclusive. Some of the compounds tested; count on the stated rates, not on these rows.

SMILES | APEX1 inh | POLI inh | RXFP1 antagonist | Pol kappa inh | BLM helicase inh | Anesthetic bind | Pol beta inh | Tb PGK inh | POLH inh
CCCCC/C=C\C/C=C\C/C=C\C/C=C\CCCC(=O)NCCCC(=O)O | -7%&-5% | · | · | 14µM* | 100%&1%[activator] | -21% | · | · | ·
CC(=O)c1ccc(NC2CC(O)C(O)CO2)cc1 (centres undefined) | -6% | 23% | -8 | -10% | -1% | -5% | 41% | i | 6%
CC(C)CCn1c(N)c(C(=O)OCC2CCCO2)c2nc3ccccc3nc21 (centres undefined) | 0% | 1% | -37 | -16% | -5% | 373%[activator] | 2% | -4% | -7%
O=C(Nc1ccccc1[N+](=O)[O-])c1ccc(S(=O)(=O)N2CCCC2)cc1 | 18% | 34%[activator] | 5 | -2% | -4% | ? | 17% | -1% | -3%
CCN(CC)C(=O)c1ccc(NC(=O)c2sccc2-c2ccccc2)cc1 | -24% | 9% | -5 | -1% | -2% | ? | -1% | -1% | -8%
CNCCc1c(C)n[nH]c1C | ? | 5% | -30 | -15% | -1% | -6% | 0% | 1% | 3%
Cn1c(O)c(C=NCCN2CCN(C(=O)c3ccccc3)CC2)c(=O)n(C)c1=O | 4% | -10% | -12 | 4% | -6% | -9% | 10% | -7% | -9%
CC1C(OC(=O)CCC(=O)NC(C)(C)CO)O[C@H]2OC3(C)CC[C@H]4[C@H](C)CCC1C24OO3 (some centres undefined) | 18% | -6% | -11 | -5% | -3% | -12% | 16% | 3% | 3%
CCCCNC(=S)N1CCn2cccc2C1c1cccnc1 (centres undefined) | -2% | 139%[activator] | -24 | -18% | -4% | -14% | 19% | -5% | -10%
CCC1(Oc2ccccc2)C(=O)NC(=O)NC1=O | · | 13% | 0 | -9% | · | · | · | -6% | -23%
COc1ccc(CNCCc2cccc(F)c2)c2ccccc12 | 2% | · | · | · | 5% | -11% | -1% | · | ·
O=C(O)C1=CC2c3ccccc3C1c1ccccc12 | -12% | 50%[activator] | -3 | -3% | -5% | -3% | 5% | -3% | -18%
CC1CCN(CC(=O)c2ccc3c(c2)OCCO3)CC1 | -7% | 130%[activator] | -14 | -1% | -5% | -16% | 6% | -10% | -3%
Cc1ccc(S(=O)(=O)CC(C)(O)C(=O)Nc2cccc(C(F)(F)F)c2)cc1 (centres undefined) | 0% | 8% | -8 | -19% | -3% | -15% | 4% | 0% | -11%
CN1C(=O)C(c2ccc([N+](=O)[O-])cc2[N+](=O)[O-])C(=O)N(C)C1=O | -4% | 9% | 9 | 0% | -1% | -4% | 0% | -16% | -18%
CCc1ccc(CNn2cnnc2SCC(=O)NC(C)(C)C)cc1 | 20% | 12% | 0 | -16% | 4% | -17% | 43% | -4% | -8%
NC(N)=Nc1ccc2[nH]c3c(c2c1)C[C@@]1(O)[C@H]2Cc4ccc(O)c5c4[C@@]1(CCN2CC1CC1)C3O5 (some centres undefined) | 17% | -29% | · | 3% | · | · | · | -6% | -12%
CCCCC(C#N)(Cn1cncn1)c1ccc(Cl)cc1 (centres undefined) | -2% | · | · | 15%[60.1 µM] | -4% | 4% | · | · | ·
CSCCC(NC(=O)CCC(=O)OC1CC[C@H]2[C@@H]3CC[C@H]4CC(=O)CC[C@]4(C)[C@H]3CC[C@]12C)C(=O)O (some centres undefined) | 11% | 98%[activator] | 3 | 0% | 2% | -13% | 2% | i | -6%
CC(C)(C)n1cc(C(=O)c2ccccc2)cc1-c1ccccc1 | ? | 34%[activator] | -9 | -1% | -3% | -7% | 3% | -5% | -7%

Six entries from above in a different format:
Below each SMILES: APEX1 inh | POLI inh | RXFP1 antagonist | Pol kappa inh | BLM helicase inh | Anesthetic bind | Pol beta inh | Tb PGK inh | POLH inh
Cn1c(O)c(C=NCCN2CCN(C(=O)c3ccccc3)CC2)c(=O)n(C)c1=O
 : 4% | -10% | -12 | 4% | -6% | -9% | 10% | -7% | -9%
CC1CCN(CC(=O)c2ccc3c(c2)OCCO3)CC1
 : -7% | 130%[activator] | -14 | -1% | -5% | -16% | 6% | -10% | -3%
CNCCc1c(C)n[nH]c1C
 : ? | 5% | -30 | -15% | -1% | -6% | 0% | 1% | 3%
CCc1ccc(CNn2cnnc2SCC(=O)NC(C)(C)C)cc1
 : 20% | 12% | 0 | -16% | 4% | -17% | 43% | -4% | -8%
CCC1(Oc2ccccc2)C(=O)NC(=O)NC1=O
 : · | 13% | 0 | -9% | · | · | · | -6% | -23%
COc1ccc(CNCCc2cccc(F)c2)c2ccccc12
 : 2% | · | · | · | 5% | -11% | -1% | · | ·

(list continues)
SMILES | APEX1 inh | POLI inh | RXFP1 antagonist | Pol kappa inh | BLM helicase inh | Anesthetic bind | Pol beta inh | Tb PGK inh | POLH inh
CCCN1CCCC(C(=O)c2cc(C)c(OC)c(C)c2)C1 (centres undefined) | 52%[activator] | 74%[activator] | -3 | -11% | 0% | -9% | -13% | 3% | 3%
Cc1ccc(-n2c(/C=C/c3cccc(C(F)(F)F)c3)nc3ccccc3c2=O)cc1 | · | 22% | -31 | -10%[60.1 µM] | 0% | 1% | -1% | 9% | -2%
Cc1ccc(Cn2cc(C=O)c3ccccc32)cc1 | 24% | 11% | -21 | -2% | -5% | ? | -27% | -6% | -28%
O=c1[nH]c(=O)n(Cc2ccccc2Cl)c(O)c1/C=C1/C=CC=N1 | -9% | 45µM* | -15 | ? | -7% | ? | ? | 0% | ?
Cc1ccc(OP(=O)(NCc2ccccc2)Oc2ccc(C)cc2)cc1 | -4% | 16% | · | -19% | -8% | -1% | 0% | -8% | -30%
CN1CN(c2ccccc2)C2(CCN(CCCSc3ccccc3NC(=O)/C=C/c3ccccc3)CC2)C1=O | · | ? | -6 | -27% | · | · | · | -7% | ?
C/C=C1\CN2[C@H]3C[C@@]45c6ccccc6N(C)[C@H]4[C@@H]2CC1C3[C@H]5O (some centres undefined) | · | 16% | · | 2% | · | · | · | -7% | -8%
CC(C(O)c1ccccc1)N(C)CCn1cnc2c1c(=O)n(C)c(=O)n2C (centres undefined) | 0% | 95%[activator] | 1 | -11% | -5% | -8% | -11% | -5% | -17%
Cc1ccc(CCNC(=O)Cn2nc(C)c3c(C)n(-c4ccc(C)cc4)nc3c2=O)cc1 | · | -7% | -29 | -2% | -7% | ? | 79µM* | 11% | ?
CCCCCCCCn1sccc1=O | -11%&0% | ? | · | 14% | · | · | · | i | 0%
CCCNC(=O)N1[C@H]2CC[C@@H]1C(C(=O)OC)=C(c1ccc(OC(F)(F)F)cc1)C2 | -18% | 12% | · | -11% | · | · | · | 2% | -14%
Cc1ccccc1NS(=O)(=O)c1ccc(OCC(=O)N2CCN(C)CC2)cc1 | 0% | 16% | -9 | -1% | 0% | 8% | 19% | 8% | -14%
CCCNc1nc(OC)nc(N2CC3CC(C2)c2cccc(=O)n2C3)n1 (centres undefined) | -5% | -9% | 6 | -7% | -4% | -7% | 30%[activator] | 3% | 1%
Cc1ccc(CN2CCCN(Cc3ccc(C)cc3)S2(=O)=O)cc1 | -10% | 16% | -4 | -10% | -4% | 44%[activator] | 4% | 3% | -12%
CCCCn1c(O)c(C(CC)=NCCCn2ccnc2)c(=O)[nH]c1=O | -3% | 9% | 2 | -11% | -1% | -4% | -2% | -2% | 5%
Cc1cc(Br)c(NC(=O)CN2CC=C(c3ccccc3)CC2)c(Br)c1 | -2% | 19% | -3 | -12% | -3% | -7% | -3% | -1% | -9%
CCN(CC)C(=O)c1ccc(NC(=O)Cn2nc(-c3ccc(C)cc3)c3ccccc3c2=O)cc1 | · | ? | -3 | 1% | -2% | -10% | 0% | -3% | -13%
CCC(CC)C1C(C#N)=C(N)Oc2c1c(=O)oc1ccccc21 (centres undefined) | -4% | 8% | -36 | -10% | -2% | -6% | -6% | 1% | -18%
COc1cc(CNC(=O)CCCC/C=C\C(C)C)ccc1O | ? | · | · | -12%[19.4 µM] | -6% | -14% | 15% | · | ·
CCCCn1c(=O)c(C(=O)NCc2ccccc2OC)c(O)c2ccccc21 | -12% | -13% | 0 | -9% | -3% | -4% | 15% | 0% | -19%
Cc1ccc2c(c1)NP(=S)(Oc1ccccc1)N2 (centres undefined) | · | 125%[activator] | -18 | -5% | · | · | · | 0% | -11%
C=CCN(CC(=O)c1sc(C(=O)OCC)nc1C)c1cccc(Br)c1 | · | 76%[activator] | · | -27% | · | · | · | -9% | -9%
Cc1oc(-c2ccc(Cl)cc2)nc1CN1C(=O)CN=C(c2ccccc2)c2cc(Cl)ccc21 | · | 21% | -1 | 6% | -4% | ? | -1% | -7% | ?
CCc1c(C)nc(N)nc1N1N=C1SC | 2% | 1% | 10 | 0% | 1% | -5% | -8% | i | -5%
CCC(CO)(C(=O)OC1C[N+]2(C)CCC1CC2)c1ccccc1 (centres undefined) | -1% | 90%[activator] | -15 | 3% | 1% | -4% | 34% | i | -13%
CC(=NCc1ccco1)c1c(O)n(-c2ccc(Cl)cc2)c(=O)[nH]c1=O | 3% | 39%[activator] | -3 | -2% | -1% | 6% | -2% | 1% | -20%
CCOC(=O)C(NC(=O)CC)(Nc1ccc(C(O)(C(=O)OCC)C(F)(F)F)cc1C)C(F)(F)F (centres undefined) | -6% | 3% | -4 | -3% | -3% | ? | -1% | -4% | -3%
